proCasp7 act: counter-screen: procaspase-7 (human) activation; P55210; recombinant procaspase-7, Ac-DEVD-pNA absorbance 405 nm; D23A/D198A/D206A triple mutant, cannot self-cleave; scale: DMSO 0, 5 µM enzyme 100; activation, % at 8.5 µM; hit rate 0.093% among 330,000;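 active = percent activation above the screen-wide mean plus 3 SD, cut at about 25% in these data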
Target sequence (P55210 whole entry D23A/D198A/D206A): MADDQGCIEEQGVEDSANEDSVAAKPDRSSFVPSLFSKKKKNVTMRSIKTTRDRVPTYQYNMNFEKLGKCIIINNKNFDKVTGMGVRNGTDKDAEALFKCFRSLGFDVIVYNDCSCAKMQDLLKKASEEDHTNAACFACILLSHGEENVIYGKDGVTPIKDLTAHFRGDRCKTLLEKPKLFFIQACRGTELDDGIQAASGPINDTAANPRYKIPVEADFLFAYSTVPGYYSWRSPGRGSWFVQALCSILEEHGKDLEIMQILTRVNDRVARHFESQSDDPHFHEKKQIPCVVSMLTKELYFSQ
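System: Procaspase-7 triple mutant (PC-7 D3A); measure: % activation from two-timepoint absorbance difference, scaled to controls; times: 1 h compound preincubation, 2 h substrate cleavage, 25 °C; also added: Ac-DEVD-pNA substrate, 400 µM as added; measured by: Epi-absorbance of released pNA at 405 nm, two timepoints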
proCasp3 act: procaspase-3 (human) activation; hit rate 0.11% among 330,000; recombinant procaspase-3 D3A, Ac-DEVD-pNA absorbance 405 nm; activation, % at 8.5 µM;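 active = activation above the mean of all tested compounds plus 3 SD, cut at about 21% in these data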;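 also: 0% = DMSO alone and 100% = DMSO wells spiked with extra 5 µM PC-3 D3A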
Target sequence (P42574 whole entry D9A/D28A/D175A): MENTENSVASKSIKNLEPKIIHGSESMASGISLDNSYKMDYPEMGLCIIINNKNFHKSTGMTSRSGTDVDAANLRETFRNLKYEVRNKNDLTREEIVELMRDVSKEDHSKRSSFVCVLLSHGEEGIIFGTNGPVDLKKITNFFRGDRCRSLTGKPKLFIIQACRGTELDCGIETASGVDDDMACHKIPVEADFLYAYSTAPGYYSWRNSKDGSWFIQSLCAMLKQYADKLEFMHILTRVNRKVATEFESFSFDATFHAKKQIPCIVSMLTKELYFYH
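Technique: 405 nm absorbance of p-nitroaniline, reads at 0 and 120 min; Test system: Procaspase-3 D3A mutant; Incubation: 1 h enzyme-compound preincubation, then 2 h substrate reaction, 25 °C; Repeats: singlicate, each compound tested once; Benchmarks: low control DMSO wells, high control DMSO plus 5 µM PC-3 D3A.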
LAP4 TOR yeast: yeast TOR pathway LAP4-GFP modulation | S. cerevisiae LAP4-GFP multiplex, flow cytometry GFP, 3 h; median GFP as percent of DMSO wells | AID 2023 | GFP response vs DMSO, % at 10 µM | hit rate 0.34% among 320,000;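 active = GFP response vs DMSO above a set limit, about the screen mean plus 3 SD, cut at about 150% in these data; inconclusive = under 70 cell events counted for the yeast strain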
MEP2 TOR yeast: modulators of TOR pathway MEP2-GFP in S. cerevisiae; S. cerevisiae MEP2-GFP strain, flow cytometry GFP, 3 h; 100% = DMSO control level; GFP response vs DMSO, % at 10 µM; hit rate 0.51% among 330,000;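 active = GFP response versus DMSO above a set limit, roughly screen mean plus 3 SD, cut at about 180% in these data; inconclusive = fewer than 70 cells counted for a yeast strain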;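 also: median GFP fluorescence of the barcode-gated MEP2-GFP cells per well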
AHR activator: human AHR activation; P35869; AHR-responsive luciferase reporter cells, luminescence; activation, % at 5 µM; hit rate 2.5% among 320,000; AID 2796; in the data active = activation above about 47%;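 also: 0% = vehicle wells and 100% = reference agonist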
CR mimetic SO: lowers age-related superoxide in aged yeast cells; S. cerevisiae aged cells, superoxide DHE fluorescence; hits give low values; superoxide response (% of plate mean), % at 10 µM; hit rate 0.18% among 330,000; AID 2690;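 active = superoxide response under a set limit, about three screen SD below normal, cut at about 65% in these data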;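 also: yeast aged for seven days with compound at 30 °C before DHE staining; 100% = average MFI of all compound-treated wells on the plate with controls excluded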
GASC-1 inh: blocks human GASC-1 demethylase activity. Q9H3R0. GST-JMJD2C(1-420) H3K9me3 demethylation, DELFIA europium. inhibition, % at 2.35 µM. hit rate 0.069% among 330,000. AID 2099;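 active = more than half of a compound's replicate wells show inhibition beyond 50%, single wells judged on their own value; inconclusive = some, but no more than half, of replicates pass 50% inhibition; inactive = no replicate passes 50% inhibition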;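 also: signal counts dimethyl H3K9 product captured on neutravidin plate; 0% = median of DMSO wells and 100% = 0.3 times that DMSO median; strong numbers were not always called active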
Target sequence (Q9H3R0 1-420 limits assumed): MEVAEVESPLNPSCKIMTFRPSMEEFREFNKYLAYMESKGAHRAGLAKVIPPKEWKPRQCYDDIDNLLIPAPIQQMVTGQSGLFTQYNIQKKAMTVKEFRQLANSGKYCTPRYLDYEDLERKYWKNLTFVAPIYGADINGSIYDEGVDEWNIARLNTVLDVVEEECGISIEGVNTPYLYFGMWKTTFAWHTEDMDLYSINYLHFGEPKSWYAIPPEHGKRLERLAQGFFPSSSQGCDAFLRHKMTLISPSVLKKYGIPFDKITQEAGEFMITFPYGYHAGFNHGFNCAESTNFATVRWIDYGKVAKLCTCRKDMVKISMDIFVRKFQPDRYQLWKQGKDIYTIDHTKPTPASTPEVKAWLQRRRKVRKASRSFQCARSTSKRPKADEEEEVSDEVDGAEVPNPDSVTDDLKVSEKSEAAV
RPL19A-GFP yeast: modulators of TOR pathway RPL19A-GFP in S. cerevisiae | S. cerevisiae RPL19A-GFP strain, flow cytometry, 3 h; hits give low values | percent response vs DMSO, % at 10 µM | hit rate 0.3% among 330,000;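 active = percent response vs DMSO below 50%; inconclusive = fewer than 70 events counted for the yeast strain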;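 also: median channel GFP fluorescence of the barcoded RPL19A-GFP strain; ratio of sample median GFP to plate DMSO average so 100% = DMSO; lower means less RPL19A-GFP as with rapamycin TOR inhibition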
* hit, by the source's call; i = inactive; ? = inconclusive; . = no result given; [ ] = another dose, or the depositor's remark.

molecule	LAP4 TOR yeast	proCasp7 act	AHR activator	MEP2 TOR yeast	RPL19A-GFP yeast	CR mimetic SO	GASC-1 inh	proCasp3 act
CCOc1ccc(Nc2nc(N)c([N+](=O)[O-])c(N3CCOCC3)n2)cc1	91	0	35	104	102	94	-5	4
CCc1ccc(/C=N/NC(=O)c2cc(C3CC3)nc3ccc(Br)cc23)s1	99	5	16	100	97	89	0	10
COC(=O)CCCC1=CC2=C(c3ccccc3)C(=O)C(C)(OC(=O)C3CCCC3)C(=O)C2=CN1C1CC1 (centres undefined)	108	-7	-1	90	98	98	-1	8
Cc1ccc(Cl)c(OCCCCN(C)Cc2ccccc2)c1	108	0	0	111	110	85	15	0
COCc1cc(C)nc2sc(C(=O)NN)c(-n3cccc3)c12	105	-2	-2	98	94	125	-3	5
O=C(NCC1CCCO1)C(c1ccncc1)N(Cc1cccs1)C(=O)CN1C(=O)c2ccccc2S1(=O)=O (centres undefined)	105	-2	1	111	102	114	2	-4
O=C1C2C3C=CC(CC3)C2C(=O)N1c1ccc([N+](=O)[O-])cc1 (centres undefined)	79	13	1	76	90	95	4	0
C/C(=C\C(=O)c1ccccc1)NNC(=O)c1ccc(Cl)cc1	105	-5	2	107	105	99	4	10
COc1ccc(-c2cc(-n3c(C(F)(F)F)nc4ccccc43)n(CCC#N)n2)cc1	89	10	3	93	93	116	6	6
COc1ccc2[nH]c(C(=O)O)c(NS(=O)(=O)c3ccc(OC)c(OC)c3)c2c1	106	-7	20	103	103	99	3	9

The closing six compounds of the part before open the next one.
molecule	LAP4 TOR yeast	proCasp7 act	AHR activator	MEP2 TOR yeast	RPL19A-GFP yeast	CR mimetic SO	GASC-1 inh	proCasp3 act
COCc1cc(C)nc2sc(C(=O)NN)c(-n3cccc3)c12	105	-2	-2	98	94	125	-3	5
O=C(NCC1CCCO1)C(c1ccncc1)N(Cc1cccs1)C(=O)CN1C(=O)c2ccccc2S1(=O)=O (centres undefined)	105	-2	1	111	102	114	2	-4
O=C1C2C3C=CC(CC3)C2C(=O)N1c1ccc([N+](=O)[O-])cc1 (centres undefined)	79	13	1	76	90	95	4	0
C/C(=C\C(=O)c1ccccc1)NNC(=O)c1ccc(Cl)cc1	105	-5	2	107	105	99	4	10
COc1ccc(-c2cc(-n3c(C(F)(F)F)nc4ccccc43)n(CCC#N)n2)cc1	89	10	3	93	93	116	6	6
COc1ccc2[nH]c(C(=O)O)c(NS(=O)(=O)c3ccc(OC)c(OC)c3)c2c1	106	-7	20	103	103	99	3	9
CC1CC(=O)Nc2ccccc2N1S(=O)(=O)c1ccc(Cl)cc1 (centres undefined)	107	11	-4	100	93	75	-5	1
COc1ccc(NC(=O)CCS(=O)(=O)c2ccc3c(c2)CCCN3C(C)=O)cc1Cl	.	3	3	93	92	100	1	-5
COc1ccc(-c2csc3ncnc(Oc4cccc5ccc(C)nc45)c23)cc1	116	2	7	97	109	94	-1	-4
COc1ccc(CNC(=O)CN(C)S(=O)(=O)c2ccc3c(c2)n(C)c(=O)c(=O)n3C)cc1	101	1	1	106	104	84	0	6
COc1ccc(N2CC(C(=O)Nc3cccc(C)n3)CC2=O)cc1 (centres undefined)	94	9	-2	107	111	82	-9	-2
COc1ccc(-c2nc(CN3CCC(C(=O)NC4CC4)CC3)c(C)o2)cc1OC	96	8	0	95	95	88	5	0
CCc1ccc(/C=C2\SC(=S)N(CCC(=O)N3CCN(C)CC3)C2=O)cc1	98	-8	3	98	105	89	-2	-3
COC(=O)c1sccc1NC(=O)NC1CCCCC1	117	6	6	99	96	90	12	-5
O=C(CSc1nnc2ccc(-c3ccccn3)nn12)Nc1ccccc1F	102	4	1	95	93	86	-49	3
COc1ccc(-n2nc(C(=O)NCC(=O)NCCc3ccc(OC)c(OC)c3)c3ccccc3c2=O)cc1	100	10	0	94	96	94	1	3

Later entries.
molecule	LAP4 TOR yeast	proCasp7 act	AHR activator	MEP2 TOR yeast	RPL19A-GFP yeast	CR mimetic SO	GASC-1 inh	proCasp3 act
Cc1cc(C)c(C)c(S(=O)(=O)NC(C(=O)O)C(C)C)c1C (centres undefined)	90	5	-1	93	89	103	-9	1
CCN1CCN(c2ncnc3sc4c(c23)CCC(C)C4)CC1 (centres undefined)	97	1	2	101	102	51*	2	-2
Cc1n[nH]c(C)c1S(=O)(=O)N(CC(=O)N1CCc2ccccc21)c1ccc(C(C)C)cc1	99	9	7	107	102	103	1	4
CCCCOC(=O)C1=C(C)Nc2ncnn2C1c1ccc(OCC)c(OC)c1 (centres undefined)	94	14	2	94	90	105	4	0
Cc1cc(C(=O)Nc2c(C)n(C)n(-c3ccccc3)c2=O)c(C)o1	102	7	3	106	104	100	-14	12
O=C(O)c1cccnc1Nc1ccc(Cl)cc1	102	2	3	101	101	118	-2	1
CC(CCc1ccccc1)NC(=O)COC(=O)c1cccn1C (centres undefined)	102	9	-1	103	102	98	2	6
OCCC1CN(Cc2cccn2-c2ccccn2)CCN1C1CCCC1 (centres undefined)	97	12	-1	95	95	100	-19	13
Cc1ccc(CCNC(=O)Cn2cccc2)cc1	103	-2	4	104	102	92	1	2
Cc1cc(C)cc(NC(=O)C2CCCN2S(=O)(=O)c2ccc3c(c2)C(C)(C)C(=O)N3C)c1 (centres undefined)	99	8	0	98	92	116	-9	-1

(listing goes on)
molecule	LAP4 TOR yeast	proCasp7 act	AHR activator	MEP2 TOR yeast	RPL19A-GFP yeast	CR mimetic SO	GASC-1 inh	proCasp3 act
Cc1ccc(S(=O)(=O)NC(=O)NC(C)c2ccc(F)cc2)cc1 (centres undefined)	103	6	3	97	96	99	-3	-7
CC(=O)N1CCN(C23CC4CC(CC(C4)C2)C3)CC1	96	-8	-5	106	101	100	3	5
Cc1nn(Cc2ccccc2Cl)c(C)c1C(=O)NCC(c1cccs1)N1CCOCC1 (centres undefined)	99	0	1	89	100	110	-23	-1
CCOCC(=O)Nc1c(C(=O)Nc2ccccc2OC)oc2ccccc12	101	3	73*	104	97	115	i	-1
CC(C)(C)OC(=O)N1CCC(NC(=O)c2[nH]cnc2C(=O)N[C@@H](Cc2ccccc2)C(=O)OCc2ccccc2)CC1	90	-4	-2	99	96	99	-2	0
Cc1nc(/N=C\c2ccc(N(C)C)cc2)sc1C	94	-14	1	103	102	94	10	-2
Cn1nnnc1Sc1ncnc2scc(-c3cccc(Br)c3)c12	98	-2	3	100	97	127	6	-4
Cc1sc(N)nc1-c1c(C)n(C)c2ccccc12	111	.	.	105	108	92	7	.
N#Cc1cccc(Cn2nnc(-c3ccccc3)n2)c1	95	5	5	92	92	92	1	5
COc1ccc(Cn2c(CCC(=O)Nc3ccc(CC#N)cc3)nc3cccnc32)cc1	92	5	6	96	99	74	i	5

Continuation:
molecule	LAP4 TOR yeast	proCasp7 act	AHR activator	MEP2 TOR yeast	RPL19A-GFP yeast	CR mimetic SO	GASC-1 inh	proCasp3 act
COc1ccc(S(=O)(=O)c2ccc(OC)c(OC)c2)cc1OC	98	4	-2	96	98	98	-11	-8
Cc1c(C)c2ccc(OS(C)(=O)=O)cc2oc1=O	71[may fluoresce violet]	14	1	351*[may fluoresce violet]	47*[may fluoresce violet]	95	-34	6
O=c1c2c3c(sc2ncn1/N=C/c1ccc(Br)o1)CCCC3	90	2	2	91	92	97	-4	-4
C[C@@H]1C(NC(=O)c2ccccc2)CC2CC1C2(C)C (some centres undefined)	99	-23	3	103	101	88	3	6
O=C(O)Cn1ncn(-c2ccc(OC(F)(F)F)cc2)c1=O	99	-2	-2	99	98	104	20	5
CCN1C(C)=C(C)S/C1=C1\SC(=S)N(C2CCCCC2)C1=O	90	-3	16	101	100	99	-17	-10
COC(=O)NC1(C(F)(F)F)C(=O)NC(C)=C1C(=O)OC (centres undefined)	100	-4	4	98	102	118	-3	-6
CCN(CC)C(=O)c1sc(N)c(C#N)c1C	?	-3	1	82[may fluoresce red]	?	92	2	-7
COc1cccc(NC(=O)C2CCCN2C(=O)OCc2ccccc2)c1 (centres undefined)	90	5	-3	95	99	95	3	1
O=c1[nH]c2ccccc2nc1/C=C(\O)C(F)F	95	2	23	101	98	105	3	-3

(next part)
molecule	LAP4 TOR yeast	proCasp7 act	AHR activator	MEP2 TOR yeast	RPL19A-GFP yeast	CR mimetic SO	GASC-1 inh	proCasp3 act
CCOC(=O)Cc1csc(NC(=O)CC(C)(C)C)n1	105	4	0	106	105	105	5	-1
O=c1cc(CN2CCN(c3cccc(Cl)c3)CC2)c2cc(O)c(-c3ccccc3)cc2o1	98	11	6	96	95	85	4	-5
COc1ccc(Cl)cc1NC(=O)CSc1nnc(Cn2c(=O)sc3ccccc32)n1C	102	-4	18	107	102	97	7	2
C[C@@]12C(=O)N(c3cccc(F)c3)C(=O)N1[C@H](c1ccc(Cl)cc1)[C@@H]1C(=O)N(C3CCCCC3)C(=O)[C@@H]12	134	-4	1	97	103	90	-2	-1
COC(=O)CC1C(=O)NCCN1C(=O)c1ccc([N+](=O)[O-])cc1 (centres undefined)	93	7	0	100	111	106	1	0
Cc1cc(=O)oc2cc(OCC(=O)c3ccccc3)ccc12	91	8	-4	108	103	100	6	3
CCc1cccc(CC)c1NC(=O)CCCSc1nc2ccccc2s1	102	5	3	102	99	111	8	4
O=C(Cc1cccc2ccccc12)NNC(=O)c1ccc(Br)o1	96	-8	7	105	104	103	-4	-9
CN(C)C(=O)CSc1nnc(Cc2ccc([N+](=O)[O-])cc2)o1	93	5	-1	92	102	116	4	-3
CN(Cc1nc(CCc2ccccc2)no1)Cc1cccs1	98	1	1	106	103	94	0	6

Other entries:
molecule	LAP4 TOR yeast	proCasp7 act	AHR activator	MEP2 TOR yeast	RPL19A-GFP yeast	CR mimetic SO	GASC-1 inh	proCasp3 act
Cc1cccn2c(=O)c3cc(C(=O)NCc4cccnc4)c(=N)n(CC4CCCO4)c3nc12 (centres undefined)	?	-17	24	?	?	90	6	-12
O=C(COC(=O)c1cn(-c2ccccc2)nc1-c1ccc(F)cc1)Nc1ncc(Cl)cc1Cl	88	4	7	102	100	92	-2	1
O=S(=O)(Nc1cccc(CO)c1)c1cccs1	103	-2	0	96	98	102	10	-9
Cc1ccc(S(=O)(=O)NCCC(=O)NC(C)CCc2ccccc2)cc1 (centres undefined)	97	7	-1	96	97	101	1	4

6 entries from above, arranged by SMILES length, falling:
molecule	LAP4 TOR yeast	proCasp7 act	AHR activator	MEP2 TOR yeast	RPL19A-GFP yeast	CR mimetic SO	GASC-1 inh	proCasp3 act
O=C(COC(=O)c1cn(-c2ccccc2)nc1-c1ccc(F)cc1)Nc1ncc(Cl)cc1Cl	88	4	7	102	100	92	-2	1
Cc1cccn2c(=O)c3cc(C(=O)NCc4cccnc4)c(=N)n(CC4CCCO4)c3nc12 (centres undefined)	?	-17	24	?	?	90	6	-12
CN(C)C(=O)CSc1nnc(Cc2ccc([N+](=O)[O-])cc2)o1	93	5	-1	92	102	116	4	-3
Cc1ccc(S(=O)(=O)NCCC(=O)NC(C)CCc2ccccc2)cc1 (centres undefined)	97	7	-1	96	97	101	1	4
O=C(Cc1cccc2ccccc12)NNC(=O)c1ccc(Br)o1	96	-8	7	105	104	103	-4	-9
CN(Cc1nc(CCc2ccccc2)no1)Cc1cccs1	98	1	1	106	103	94	0	6

Bioassay records from PubChem.
